Screening results: PubChem, National Center for Advancing Translational Sciences (NCATS)
Menin MLL FP TR: displaces Texas Red mutant MLL peptide from human menin; Menin + Texas Red MLL mutant peptide, fluorescence polarization; Potency, µM (highest dose often 61.6 µM), for the others: top-dose FP activity change, negative = inhibition, most hits filed as inhibitors; 270,000 compounds, 0.23% hits; AID 1768; active means well fitted inhibition curve with a large enough effect in the polarisation, with a control signal flat, not every such curve was filed as active; inconclusive means small, poorly fitted or top-dose-only effect, or effect the other way, or a change in a side signal; inactive means no such curve, though single readings can be large or run the other way; the % refers to the polarisation; further: potency means the concentration at half of the fitted maximal effect; % of control where 0% means no effect; many of its hits are not listed in these tables
Integrin act MD: activators of alpha7 integrin expression for muscular dystrophy; alpha7betagal myoblasts, beta-gal FDG fluorescence, 48 h; Potency, µM (doses to about 38.3 µM), without a hit: at the top dose activation, most hits filed as activators; 350,000 compounds, 0.064% hits;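 further: potency means the concentration at half of the fitted maximal effect; 100% = response of the positive control SU9516; nearly all actives have a fitted effect of over 60% in size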
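Alpha7betagal+/- myoblasts (passage 13) were plated 16-24 hr, then exposed to compounds (1:260 dilution of DMSO stock) for 48 hours at 37C. After MPER lysis, β-galactosidase reporter activity was read as FDG fluorescence (ex 480/em 540) after 30 minutes.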
Mito fusion act: mitochondrial division inhibition or fusion activation; S. cerevisiae fusion-defective mutant growth rescue, CellTiterGlo 48 h; 320,000 compounds, 0.23% hits; AID 485298; Potency, µM (highest dose often 46.1 µM), without a hit: top-dose growth rescue (activation), usual class: activators;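 further: potency means the concentration at half of the fitted maximal effect; % of control where 0% means no effect; nearly all actives have a fitted effect of over 45% in size; temperature-sensitive fusion mutants such as fzo1-1 at 37 °C on non-fermentable ethanol glycerol medium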
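S. cerevisiae fusion-defective temperature-sensitive mutants (e.g. fzo1-1, mgm1-5) grown 48 h at 37C in YPEG (ethanol/glycerol non-fermentable) medium with 23 nl compound per well; growth rescue read as CellTiterGlo luminescence.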
PTAP TSG101 blk: blocks PTAP/TSG101 interaction to inhibit HIV-1 budding; Q99816; Fluorescence polarization, FITC-PTAP peptide / Tsg101 binding; Potency, µM (titrated, usually from 115 µM), for inactives: at the highest dose activity change, negative = inhibition, hits mostly inhibitors; 340,000 tested, under 10 active; AID 493005; active means well fitted inhibition curve with a large enough effect in the main read-out, with a control signal flat, not every such curve was filed as active; inconclusive means small, poorly fitted or top-dose-only effect, or effect the other way, or a change in a side signal; inactive means no such curve, though single readings can be large or run the other way; further: potency means the concentration at half of the fitted maximal effect; % of control where 0% means no effect
Target sequence (Q99816 whole entry, looked up): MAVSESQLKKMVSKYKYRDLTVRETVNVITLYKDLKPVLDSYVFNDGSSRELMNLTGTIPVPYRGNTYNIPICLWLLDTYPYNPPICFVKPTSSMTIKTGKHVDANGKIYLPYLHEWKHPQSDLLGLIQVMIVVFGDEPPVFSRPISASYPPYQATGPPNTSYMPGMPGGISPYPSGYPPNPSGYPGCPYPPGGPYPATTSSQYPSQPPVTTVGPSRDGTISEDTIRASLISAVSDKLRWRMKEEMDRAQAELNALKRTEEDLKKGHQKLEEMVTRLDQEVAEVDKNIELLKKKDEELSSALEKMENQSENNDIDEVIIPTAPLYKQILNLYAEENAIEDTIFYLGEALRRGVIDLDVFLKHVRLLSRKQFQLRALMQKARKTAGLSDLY
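FP read-out: FITC-PTAP peptide, 50 nM final, binding Tsg101 binding domain, 10 uM final; 20 min, r.t.; 10 mM HEPES pH 7.5, 0.15 M NaCl, 0.01% Tween 20, 3 mM EDTA, 0.1 mM TCEP.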
CXXC DNA block: inhibitors of human MLL CXXC domain-DNA interaction; Q03164; AID 2662; MLL-CXXC / FITC-HOXA9 DNA fluorescence polarization; Potency, µM (top dose mostly 115 µM), for the others: at the top dose activity change, negative = inhibition, actives largely listed as inhibitors; 290,000 compounds, 0.037% hits; active means well fitted inhibition curve with a large enough effect in the polarisation, with a control signal flat, not every such curve was filed as active; inconclusive means small, poorly fitted or top-dose-only effect, or effect the other way, or a change in a side signal; inactive means no such curve, though single readings can be large or run the other way; the % refers to the polarisation; further: potency means the concentration at half of the fitted maximal effect
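Steps: dispense CXXC domain solution (7 uM) → pin compounds or unlabeled HOX-A9 DNA control → 5 min ambient → add FLSN-HOX-A9 solution (50 nM) → spin → 30 min ambient → fluorescence polarization. Tris pH 7.5/NaCl/DTT/BSA buffer.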
MBNL1 CUG block: blocks human MBNL1 binding to CUG repeat RNA. Q9NR56. TR-FRET MBNL1-His/biotin-(CUG)12 binding, 665/545 ratio. Potency, µM (doses to about 57.5 µM), without a hit: top-dose activity change, negative = inhibition, actives largely listed as inhibitors. 280,000 compounds, 0.036% hits. AID 2675; active means well fitted inhibition curve with a large enough effect in the signal ratio, with a control signal flat, not every such curve was filed as active; inconclusive means small, poorly fitted or top-dose-only effect, or effect the other way, or a change in a side signal; inactive means no such curve, though single readings can be large or run the other way; the % refers to the signal ratio; further: potency means the concentration at half of the fitted maximal effect; on the % scale 0 is the no-effect control and ±100 the full control effect
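TR-FRET between His-tagged MBNL1 and biotin-(CUG)12 RNA, detected with Tb anti-His antibody (0.055 ng/ul) and streptavidin-XL665 (5 nM), 60 min at room temperature. Compounds titrated 92 nM to 58 uM; 665/545 nm ratio normalized to buffer and complex controls.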
AT treatment: potential ataxia-telangiectasia treatment; […] A-T fibroblasts, KAP-1 phosphorylation AlphaLISA; neocarzinostatin DNA damage 30 min before lysis; Potency, µM (series often up to 57.5 µM), inactives show at the highest dose activation, usual class: activators; 320,000 compounds, 0.19% hits; AID 485349; further: potency means the concentration at half of the fitted maximal effect; % of control where 0% means no effect; nearly all actives have a fitted effect of over 45% in size
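hTERT-immortalized A-T patient fibroblasts ([…]), 500 cells/well in OPTI-MEM, 1% FBS, got compounds for 60 min, then NCS for 30 min at 37C. Lysates were then assayed for phospho-KAP-1 by AlphaLISA (anti-pKAP1 donor, anti-KAP1 acceptor beads), 6 hr at 25C.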
TCR activator: activators of T cell receptors. Potency, µM (top dose mostly 9.22 µM), without a hit: top-dose activation of IL-2 secretion, most hits filed as activators. AID 504894. 330,000 tested, under 10 active. primary human leukocytes, anti-CD3, IL-2 HTRF, 48 h; further: % of control where 0% means no effect
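Primary human leukocytes incubated 48 hr with anti-CD3 beads plus compound, without co-stimulation. Secreted IL-2 measured by HTRF (europium cryptate/d2 anti-IL-2 pair, 320 nm excitation, 665 nm emission).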
TSHR antag: antagonists of human thyroid stimulating hormone receptor; P16473; TSHR-expressing cells, TSH-stimulated cAMP HTRF, 2 h; stronger effect = lower value; activity change, negative = inhibition, % at 11.5 µM; 330,000 compounds, 0.2% hits; AID 504810;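 active means activity change below a set negative limit, meaning inhibition stronger than a set level, cut at about -70% in these data; inconclusive means activity change between two set negative limits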; further: on the % scale 0 is the no-effect control and ±100 the full control effect
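Freshly harvested TSHR cells receive pin-tooled compound, then EC80 TSH at 4nM final. After 2 hours at 37 deg C, antibody in lysis buffer and cAMP-d2 are added; 30 minutes at ambient temperature precede the HTRF read.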
S-ASM inh: inhibitors of human secretory acid sphingomyelinase; 340,000 compounds, 0.006% hits; placental ASM, HMU-PC fluorogenic substrate, 60 min; Potency, µM (doses to about 57.5 µM), for the others: top-dose activity change, negative = inhibition, usual class: inhibitors; AID 504937; further: potency means the concentration at half of the fitted maximal effect
Target sequence (P17405 47-631 limits assumed): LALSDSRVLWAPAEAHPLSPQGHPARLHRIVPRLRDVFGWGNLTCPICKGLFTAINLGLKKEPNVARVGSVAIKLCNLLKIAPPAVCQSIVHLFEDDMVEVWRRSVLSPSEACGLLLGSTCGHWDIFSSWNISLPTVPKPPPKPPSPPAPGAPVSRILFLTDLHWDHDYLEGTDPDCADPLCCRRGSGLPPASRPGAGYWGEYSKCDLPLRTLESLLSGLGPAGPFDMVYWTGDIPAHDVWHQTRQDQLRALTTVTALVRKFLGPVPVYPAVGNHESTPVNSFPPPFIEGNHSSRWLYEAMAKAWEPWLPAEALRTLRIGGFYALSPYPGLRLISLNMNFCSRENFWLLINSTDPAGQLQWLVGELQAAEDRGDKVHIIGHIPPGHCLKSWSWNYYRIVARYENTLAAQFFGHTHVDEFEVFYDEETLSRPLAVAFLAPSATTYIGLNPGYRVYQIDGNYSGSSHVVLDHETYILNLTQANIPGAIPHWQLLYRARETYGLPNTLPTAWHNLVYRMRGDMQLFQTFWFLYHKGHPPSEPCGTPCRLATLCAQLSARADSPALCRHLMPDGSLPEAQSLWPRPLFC
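Human placenta-derived ASM preincubated with compound 10 min at room temperature, then reacted with 9 uM (final) fluorogenic HMU-PC substrate for 60 min at 37 C. Stop solution raises pH to 10; fluorescence read at Ex 386/Em 447 nm.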
* marks the source's active call; other numbers are inactive results; ? = inconclusive; / = no result given; [ ] = another dose, or the depositor's remark. Unless noted, the call rests on the fitted dose curve; in most records, active means well fitted curve in the direction sought with a large enough effect; inconclusive means small, poorly fitted or top-dose-only effect, or another doubt; inactive means no such curve, though single readings can be large; an effect the other way counts as inactive or inconclusive.

Every second line gives: Menin MLL FP TR	Integrin act MD	Mito fusion act	PTAP TSG101 blk	CXXC DNA block	MBNL1 CUG block	AT treatment	TCR activator	TSHR antag	S-ASM inh
- CNC(=O)CN1C(=O)CSc2nc(C)cc(C)c21
    12%	12%	-8%	-6%	-4%	-2%	-6%	-4%[46.1 µM]	32	7%
- COc1ccc(Cl)c(S(=O)(=O)N2CCCC2)c1
    -12%	-2%	-4%	1%	1%	1%	3%	4%	8	4%
- COC(=O)c1ccc(N2CCN(C)CC2)c(NC(=O)COc2ccc(OC)cc2)c1
    1%	-14%	-7%	0%	7%	-15%	-4%	1%	13	-2%
- O=C(Nc1ccccc1SCC1CSc2nc3ccccc3c(=O)n21)c1ccccc1 (configuration not stated)
    1%	-2%	-11%	-5%	-1%	?	1%	-3%	16	4%
- CCCCn1c(N)c(N(C(=O)CSc2nncn2-c2ccccc2C)C2CCCC2)c(=O)[nH]c1=O
    /	34%	/	0%	/	/	/	1%	/	4%
- CCN(CC)C(=O)c1cccc(NC(=O)c2ccc3c(=O)n4c(nc3c2)CCC4)c1
    /	-24%	0%	0%	/	/	23%	/	8	30%[activator]
- CCOC(=O)Cn1nc(-c2ccc(Cl)cc2)ccc1=O
    13%	22%	3%	-10%	14%	20%	-2%	-4%	10	2%
- COc1ccc(CN2CCOCC2)cc1Br
    0%	-10%	1%	-2%	-5%	-1%	5%	3%	-5	-1%
- O=C(CCSCCC(=O)NCCN1CCOCC1)NCCN1CCOCC1
    0%	11%	-2%	-3%	-5%	-7%	-4%	-2%	4	11%
- CCOc1ccccc1NC(=O)c1ccc2nc[nH]c2c1
    25%	0%	9%	-6%	7%	1%	6%	0%	5	-2%
- O=C(COC(=O)c1c[nH]c2ccccc12)Nc1cccc(F)c1
    /	-35%	-5%	0%	/	/	-8%	-2%	-27	-3%
- CCN1C(=O)C(CC(=O)Nc2ccccc2Cl)N(NC(=O)c2cccc(F)c2)C1=S (configuration not stated)
    /	0%	-8%	-3%	0%	10%	14%	2%	30	0%
- CN1C(=S)SC(/[N+]([O-])=C/c2ccc(Cl)cc2)C1(C)C (configuration not stated)
    /	-21%	4%	-3%	-7%	1%	0%	-3%	19	0%
- CCOc1cc(S(=O)(=O)n2ccnc2)ccc1Cl
    9%	?	0%	4%	5%	-5%	3%	2%	5	4%
- COc1ccc(S(=O)(=O)N2CCN(CCc3ccccc3)CC2)cc1
    -17%	-32%	-1%	-7%	-2%	3%	1%	-1%	-3	-1%
- COc1cc(/C=N/n2c(-c3cc(C)[nH]n3)n[nH]c2=S)ccc1O
    /	-3%	-1%	-3%	-3%	8%	0%	2%	-1	5%
- CN1CCN(CCCNC(=O)c2ccc(NC(=O)C3=CSCCO3)cc2)CC1
    /	?	0%	1%	-4%	7%	-5%	1%	1	0%
- O=C(O)C1Cc2[nH]cnc2C(c2ccc(F)cc2)N1 (configuration not stated)
    17%	-5%	-1%	-12%	5%	-3%	0%	-4%	17	3%
- CS(=O)(=O)c1ccc(CNC(=O)C2(C(F)(F)F)C/C(=C\Cc3ccccc3)CCCO2)cc1 (configuration not stated)
    -2%	9%	/	-3%	/	/	/	-5%	/	-6%
- COc1ccccc1CNC(=O)c1cc(=O)c2ccccc2o1
    -1%	-7%	-9%	0%	20%	?	-2%	-7%	-5	-3%
- Cc1cccc(C(=O)NC2CC(C)(C)NC(C)(C)C2)c1
    11%	0%	-2%	-2%	7%	-3%	3%	2%	11	3%
- CC1=CC=CN2CC(O)CN=C12 (configuration not stated)
    -1%	1%	1%	-2%	6%	-5%	7%	2%	5	3%
- CN(C)S(=O)(=O)n1cc(/C=C(\NC(=O)c2ccccc2)C(=O)NCCN2CCOCC2)c2ccccc21
    /	21%	-2%	-2%	11%	8%	1%	0%	13	5%
- CC(=O)Nc1cccc(NC(=O)C2CC(=O)N(c3ccc(C)cc3)C2)c1 (configuration not stated)
    4%	2%	-4%	-1%	-3%	-4%	0%	0%	2	0%
- CCN(CC)C(=O)CSc1nc2ccc(NC(=O)CSc3nnc(N)s3)cc2s1
    28%	-24%	4%	4%	-14%	-5%	4%	6%	-17	4%
- COc1ccc(-c2cc(C(F)(F)F)c(C#N)c(SCC(=O)O)n2)cc1OC
    /	/	13%	/	23%	24%	8.9µM*	/	-32	/
- COC(=O)C1=C(C)NC(=O)CC1c1ccc(C(=O)OC)cc1 (configuration not stated)
    -9%	-8%	-1%	-2%	-8%	-2%	3%	-9%	-2	2%
- CCOC(=O)N1CCC(NC(=O)C2CCN(S(=O)(=O)c3ccc4c(c3)oc(=O)n4C)CC2)CC1
    9%	-46%[inhibitor]	9%	2%	12%	-8%	1%	3%	15	3%
- Cc1cccc(-n2c(=O)c3c(n4cnnc24)-c2ccccc2CC32CCCCC2)c1
    ?	9%	-19%	-5%	-6%	-16%	-2%	3%	0	-1%
- O=C(O)c1ccc(/C=N/NC(=O)c2ccc(F)cc2)cc1
    /	-13%	1%	-13%	4%	0%	-7%	2%	-12	3%
- CC(C)c1onc(C(=O)N2CCN(C(c3ccccc3)c3ccccc3)CC2)c1[N+](=O)[O-]
    6%	-12%	1%	2%	13%	?	9%	-4%	17	-4%
- CCCN1CCN(C(=O)CCn2c(=O)c3cccn3c3cccnc32)CC1
    -5%	-8%	-5%	0%	0%	-2%	-4%	-1%	-2	-1%
- COC(=O)Nc1ccc(S(=O)(=O)N2CCCC(C(=O)N3CCC(C)CC3)C2)cc1 (configuration not stated)
    1%	-22%	?	-5%	6%	-9%	1%	0%	9	5%
- C[C@H](CO)N1C[C@H](C)[C@@H](CN(C)C)Oc2c(NS(=O)(=O)c3cn(C)cn3)cccc2C1=O
    /	12%	/	-2%	/	/	2%	2%	1	2%
- CC(Sc1nncn1C)C(=O)NCCC1=CCCCC1 (configuration not stated)
    /	16%	/	-6%	/	/	-8%	-5%	-7	1%
- CCn1c(=O)c2c(nc3n2CCCN3CCc2ccc(OC)c(OC)c2)n(C)c1=O
    -30%	-9%	7%	-4%	-8%	-8%	5%	1%	-4	4%
- CC1=NN(C(=O)c2cc(C)nn2C)C(O)(C(F)(F)F)C1 (configuration not stated)
    2%	-4%	-19%	-2%	0%	8%[11.5 µM]	-1%	0%[46.1 µM]	2	1%
- CCNC(=O)CC1C(=O)N(c2ccccc2)C(=O)N1CCc1ccc(OC)c(OC)c1 (configuration not stated)
    3%	9%	0%	-3%	18%	18%	-2%	/	-42	-6%
- Cc1ccccc1-n1c(CSC(=N)N)nc2ccccc2c1=O
    -2%	-5%	-3%	5%	-19%	4%	-4%	9%	5	18%
- CCCCc1nnc(NC(=O)CSc2nc(C)cc(=O)[nH]2)s1
    2%	17%[7.66 µM]	1%	-2%	-17%	0%	7%	1%	-9	8%
- COc1ccc(NCc2nnc(SCc3ccc(Cl)cc3)n2-c2ccccc2)cc1
    -13%	?	?	-1%	36%[activator]	-15%	-7%	-2%[46.1 µM]	-1	-3%
- O=C(Nc1cc2c(oc1=O)CCCC2=O)c1ccccc1
    3%	10%	-8%	-3%	15%	?	-7%	3%	0	3%
- O=C1N=c2ccccc2=C1c1[nH]c(=S)[nH]c1O
    ?	2%	-20%	-2%	?	?	-6%	5%[46.1 µM]	-8	0%
- C1CSC2(N1)C1CC3CC(C1)CC2C3 (configuration not stated)
    4%	-17%	0%	0%	-7%	13%	1%	-2%	8	-1%
- CCn1nc(C)c(CN2CCCC(CO)(Cc3ccccc3)C2)c1C (configuration not stated)
    -7%	-55%[inhibitor]	-7%	-1%	?	-18%	0%	4%	-4	3%
- CCN1CCCC1CNC(=O)c1ccc2c(c1)NC(=O)/C(=C\c1ccc(C)cc1)S2 (configuration not stated)
    19%	-84%[inhibitor]	6%	-10%	29%	?	-1%	2%	18	-26%
- O=C(CCn1nnc2ccccc2c1=O)NCC1CCC(C(=O)O)CC1 (configuration not stated)
    -1%	7%	-1%	-8%	-12%	0%	2%	1%	-3	3%
- Cc1cc(C)cc(NC(=O)CSc2nnc(-c3ccccc3Br)o2)c1
    1%	19%	1%	-8%	7%	-1%	17%	0%	-5	-14%

An excerpt. The share of hits here may be higher or lower than overall.
